Screening data from PubChem.
PKA-R2B activ – PKA-R2B complex activation; 340,000 tested, 0.079% active; activation, % at 11.4 µM; PKA-R2B holoenzyme dissociation, Cy5-IP20 fluorescence polarization; R2B truncated from residue 108, S112A mutant; 0% DMSO only, 100% 113 µM cGMP; P22694+P31323;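 active means activation above a cutoff set at the mean over all compounds plus 3 SD, cut at about 18% in these data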;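 further: higher means more holoenzyme dissociation and a rise in polarization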
SUMO Mot1 rescue – blocks SUMOylation pathway, rescuing yeast Mot1-301 growth | S. cerevisiae Mot1-301 growth rescue, ATP luminescence, 38.5C; percent above DMSO median, 100 means doubled | growth rescue, % at 18.8 µM | 320,000 tested, 1% active | AID 2716;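 active means every valid replicate shows activation above 250% relative to neutral control wells; inactive means the rest, any valid replicate at or below 250%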;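 further: OY570 slx delta 5 strain wells were the positive control but not used for scaling; some compounds called inactive have numbers as strong as hits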
HTR5A inv ag – counter-screen for OPRM1-OPRD1 inverse agonists: human HTR5A inverse agonism; P47898; HTR5A cell line, luminescence; inhibition, % at 9.3 µM; 340,000 tested, 0.083% active; in the data active means inhibition mostly above about 23%, no sharp cut-off; inactive means mostly below about 18%;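 further: 0% = cells with DMSO and 100% = no-cell wells with DMSO; some compounds called inactive have numbers as strong as hits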
OPRM1-OPRD1 inv – mu-delta opioid heterodimer inverse agonism; cell-based MOR-DOR heterodimer luminescence; 340,000 tested, 0.21% active; AID 504357; inhibition, % at 9.3 µM; in the data active means inhibition above about 22%, passing the limit was not always enough;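 further: 0% = cells with DMSO and 100% = wells without cells with DMSO; values of inactives mirror those of a sister screen read the other way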
Target sequence (P35372 whole entry, looked up): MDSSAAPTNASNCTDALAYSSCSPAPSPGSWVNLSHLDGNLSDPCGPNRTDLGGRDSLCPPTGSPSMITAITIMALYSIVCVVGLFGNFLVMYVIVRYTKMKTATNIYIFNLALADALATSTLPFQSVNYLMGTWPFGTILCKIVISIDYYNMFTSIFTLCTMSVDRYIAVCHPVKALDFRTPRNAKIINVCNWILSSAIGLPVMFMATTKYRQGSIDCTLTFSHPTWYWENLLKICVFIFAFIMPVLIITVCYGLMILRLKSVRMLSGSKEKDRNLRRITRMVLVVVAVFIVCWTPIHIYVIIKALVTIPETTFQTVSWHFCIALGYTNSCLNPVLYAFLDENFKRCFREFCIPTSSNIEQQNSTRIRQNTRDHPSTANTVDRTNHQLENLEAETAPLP
Target sequence (P41143 whole entry, looked up): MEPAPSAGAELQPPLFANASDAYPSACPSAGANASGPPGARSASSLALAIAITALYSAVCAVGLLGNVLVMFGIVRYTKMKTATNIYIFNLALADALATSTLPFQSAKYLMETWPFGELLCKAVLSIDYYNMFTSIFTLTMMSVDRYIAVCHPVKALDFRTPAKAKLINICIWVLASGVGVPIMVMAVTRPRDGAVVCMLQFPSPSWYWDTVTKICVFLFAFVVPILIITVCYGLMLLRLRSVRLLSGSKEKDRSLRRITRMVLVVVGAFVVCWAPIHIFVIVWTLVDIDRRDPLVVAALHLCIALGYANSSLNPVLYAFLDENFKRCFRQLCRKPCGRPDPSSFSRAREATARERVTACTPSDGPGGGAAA
OPRM1-OPRD1 ag – agonists of human mu-delta opioid receptor heterodimerization; P35372+P41143; cells, OPRM1-OPRD1 heterodimerization, luminescence; activation, % at 9.3 µM; 340,000 tested, 0.3% active; in the data active means activation above about 18%;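 further: 0% = vehicle-treated cells and 100% = reference agonist; values of inactives mirror those of a sister screen read the other way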
AddAB inh – less growth of phage-infected E. coli with AddAB; E. coli expressing H. pylori AddAB, absorbance growth; inhibition, % at 11.9 µM; 330,000 tested, 0.29% active; AID 435030; in the data active means inhibition above about 12%;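 further: 0% = vehicle wells of infected cells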
phage Ecoli inh – E. coli growth loss with phage present; 360,000 tested, 0.26% active; inhibition, % at 11.9 µM; growth absorbance; in the data active means inhibition above about 11%
PKA-R1A act – activates the PKA-R1A holoenzyme complex; P00514+P68181; PKA-R1A dissociation, Cy5-IP20 fluorescence polarization; scaled: DMSO 0%, 113 µM cGMP 100%; activation, % at 11.4 µM; 340,000 tested, 0.083% active; AID 504707;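 active means percent activation above the mean of all tested compounds plus 3 SD, cut at about 19% in these data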;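 further: higher means more PKAc released from R1A so a rise in polarization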
Tat transport – blocks Tat-dependent protein export in E. coli; E. coli MC4100 TorA-mCherry Tat export, fluorescence; AID 488895; inhibition, % at 10 µM; 340,000 tested, 0.036% active;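 active means mean replicate inhibition at least 50% and at least half of replicates individually reaching 50%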;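 further: exported cargo escapes ClpAP degradation while cytoplasmic cargo is degraded and loses fluorescence; 0% = median of neutral control wells and 100% = median of NaSCN control wells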
PfHsp90 yeast 2 – reduces growth (ATP signal) of yeast expressing P. falciparum Hsp90. S. cerevisiae expressing PfHsp90, BacTiter-Glo ATP, 48 h; yeast lacking PDR1 and PDR3 efflux regulators. inhibition, % at 9.4 µM. 310,000 tested, 0.32% active. AID 504621;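 active means every replicate shows inhibition above about 80%, whatever the replicate mean, limit read from the data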;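 further: 0% = DMSO neutral controls and 100% = 20 µM radicicol positive controls; yeast relying on Plasmodium falciparum Hsp90 in place of its own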
E coli growth – bacterial growth inhibition, counter-screen for AddAB inhibitors; AID 449728; 330,000 tested, 0.27% active; E. coli V3065 growth, OD600 absorbance, 18 h; inhibition, % at 11.9 µM;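 active means inhibition above the campaign's mean inhibition across all tested compounds plus 3 SD, cut at about 9.9% in these data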;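 further: uninfected addAB+ strain grown without phage in ampicillin broth; 0% = DMSO wells and 100% = ciprofloxacin 0.95 µg/ml wells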
* = called active by the depositor; i = inactive; nt = no result given.

SMILES	PKA-R2B activ	SUMO Mot1 rescue	HTR5A inv ag	OPRM1-OPRD1 inv	OPRM1-OPRD1 ag	AddAB inh	phage Ecoli inh	PKA-R1A act	Tat transport	PfHsp90 yeast 2	E coli growth
COCC(C)n1c(SCC(=O)NC(=O)Cc2ccccc2)nc2ccccc2c1=O (stereo unspecified)	-5	2	5	8	-2.0	-0.1	1.1	-4	1	6	-1.4
NS(=O)(=O)c1ccc(NC(=S)Nc2ccc(OCc3ccccc3)cc2)cc1	0	-12	12	-8	1.5	0.1	2.6	-7	-2	11	2.3
C(=N\n1cnnc1)/c1ccc(OCc2cccc3ccccc23)cc1	-1	19	5	-11	2.1	3.6	0.9	2	13	nt	-0.8
N#Cc1nc(COc2ccccc2Cl)oc1NCc1cccnc1	-5	-6	-4	11	-2.3	-0.8	1.2	-8	-6	-9	1.6
Cc1cc(-c2cccs2)c2c(n1)sc1c(=O)[nH]c(=O)[nH]c12	-7	-18	-5	-2	0.4	0.7	1.6	8	-5	6	-0.6
COc1ccccc1OCCC(=O)OCC(=O)Nc1cc(S(=O)(=O)N2CCOCC2)ccc1Cl	-6	3	1	6	-1.1	2.0	2.5	-7	1	nt	0.2
Cn1c(=O)[nH]c2c(c1=O)CCO2	-2	nt	5	2	-0.4	nt	4.0	0	3	-3	nt
COc1cccc2cc(C(=O)C3=C(O)C(=O)N(CCN4CCOCC4)C3c3ccc(Cl)cc3)oc12 (stereo unspecified)	2	-18	-4	8	-1.5	0.2	2.9	2	-3	8	-0.6
CCSc1nnc(NC(=O)C(Cc2ccccc2)n2cccc2)s1 (stereo unspecified)	1	9	-3	-18	3.2	0.4	3.1	-14	4	12	0.6
N#Cc1c2n(c(=S)n(-c3ccccn3)c1=O)CCCCC2	14	-11	-1	10	-1.6	1.2	-0.3	-6	0	nt	-0.2
COC(=O)C(C)Oc1ccc2cc(-c3ccccc3)c(=O)oc2c1 (stereo unspecified)	2	60	-29	-1	0.2	1.5	2.4	3	11	-2	-0.2
Clc1ncccc1OCc1ccccc1	-4	20	-5	3	-0.7	0.9	3.1	4	1	-3	1.8
Cc1cn(C(=O)CN2C(=O)c3ccccc3C2=O)c(C)n1	4	nt	-4	14	-2.9	nt	2.2	-11	-5	-27	nt
COC(=O)c1cc(-c2cccc([N+](=O)[O-])c2)c2c(=O)[nH]c(=O)n(C)c2n1	-2	0	0	0	0.0	-0.7	-0.1	6	3	-2	-0.3
Cc1occc1-c1nnc(SCc2nnc(-c3ccc(Cl)cc3)o2)n1C	-8	-11	-4	7	-1.3	2.6	-1.4	-1	-2	-14	-2.5
Cc1cc(N/N=C\c2ccc(Br)cc2)nc(-n2nc(C)cc2C)n1	2	1	6	-9	1.8	1.0	-0.5	-2	-15	-43	0.4
O=C(C1=C[C@H](c2csc3ccccc23)C[C@H](OCc2ccc(CO)cc2)O1)N1CCOCC1	-9	-12	-19	12	-2.3	3.0	1.9	-2	4	-20	0.2
CCN1CCN(c2ccc(NC(=O)c3ccc4c(c3)OCCO4)cc2C)CC1	5	nt	-3	8	-1.2	nt	2.9	-9	10	-11	nt
Cc1c(Br)cc(C(=O)O)c(C)c1C	-4	-15	1	2	-0.4	1.1	3.5	-7	1	-4	-2.1
CCn1c(SCC(=O)c2cccs2)nnc1-c1cccs1	-8	-2	-26	-10	1.8	1.3	-0.4	-1	-9	21	2.5
COc1ccc(Cn2c(=O)[nH]c3cc(C(=O)NC4CCN(Cc5ccccc5)CC4)ccc32)cc1	-6	-1	-25	4	-0.9	1.2	-0.2	0	-1	-13	2.2
CC1CCc2nn(CC(=O)NCCCN3CCCC3=O)cc2C1 (stereo unspecified)	3	282	-10	12	-2.3	3.5	1.5	-2	-2	nt	1.0
Cc1ccc(S(=O)(=O)N(Cc2n[nH]c(=S)n2-c2ccccc2)c2ccccc2)cc1	-4	-13	-2	-6	1.1	-0.2	1.5	11	-2	9	-0.2
CCc1nc2cccnc2n1-c1ccc(C(=O)O)cc1	1	127	-11	3	-0.7	nt	-0.4	-7	-1	12	nt
Cc1nc(SCC(=O)Nc2cccc(C(=O)O)c2)n[nH]1	-1	-1	5	19	-3.7	-0.5	0.7	-3	-4	-7	-3.5
Cc1cc(C)nc(N/N=C/c2ccccc2)n1	2	-2	-34	7	-1.3	-0.4	nt	-1	2	-11	1.3
COc1ccc2c(c1)CC(C(=O)Nc1ccc(Cl)cc1)/C(=N/O)O2 (stereo unspecified)	0	-1	6	18	-3.9	nt	0.2	1	6	-2	nt
CCOc1ccccc1N1CCN(CC(=O)Nc2nc(C)c(C(=O)N(C)C)s2)CC1	-12	11	-8	11	-3.4	-2.2	0.4	3	7	-11	0.7
O=C(Nc1nnc(SCc2ccc(F)cc2)s1)c1cccnc1Cl	7	-4	-11	1	-0.2	0.2	0.1	-2	0	-20	-1.4
Cc1cc(C)n2cc(CSc3nnnn3-c3ccccc3)nc2n1	0	-19	-12	4	-0.7	3.0	0.3	8	-3	-18	0.6

Quoted from the listing:
`Cc1cc(C)nc(N/N=C/c2ccccc2)n1` | SUMO Mot1 rescue: -2
`Cc1nc(SCC(=O)Nc2cccc(C(=O)O)c2)n[nH]1` | OPRM1-OPRD1 ag: -3.7

Further structures follow:
SMILES	PKA-R2B activ	SUMO Mot1 rescue	HTR5A inv ag	OPRM1-OPRD1 inv	OPRM1-OPRD1 ag	AddAB inh	phage Ecoli inh	PKA-R1A act	Tat transport	PfHsp90 yeast 2	E coli growth
O=C(CNC(=S)N(Cc1ccc(F)cc1)C1CCCCC1)NCC1CCCO1 (stereo unspecified)	-1	86	4	8	-1.6	1.0	2.3	-7	-2	-4	1.1
Cc1nc2ccc(NC(=S)NC3CC3)cc2nc1C	-2	0	13	10	-2.1	3.3	2.3	8	-6	2	3.4
N#Cc1ccc(/C=N/NC(=O)c2ccccc2F)cc1	-8	32	24	0	0.0	2.1	1.7	5	-6	7	-1.0
O=C(CSc1ccccc1)N1CCN(c2ccccn2)CC1	-9	-3	10	7	-0.9	0.2	6.2	5	-4	-3	-2.8
COc1ccccc1CNC(=O)C1=C(C)C(=O)OC12CCC(C)CC2 (stereo unspecified)	-3	-1	-10	-7	1.2	-2.0	0.2	-2	2	-2	-1.8
CCOCCCn1c(=N)c(C(=O)NCCN2CCOCC2)cc2c(=O)n3cccc(C)c3nc21	-12	-8	-3	12	-2.7	2.3	1.7	-3	-1	nt	2.1
Cc1ccc(Cl)cc1NC(=O)CCCN1C(=O)c2cccnc2C1=O	-10	-1	8	9	-1.8	0.1	1.4	-5	-2	nt	0.4
Cc1cccn2c(=O)c(/C=C(\C#N)C(=O)NCc3ccccc3)c(N3CCC(C(N)=O)CC3)nc12	-7	-11	9	16	-3.2	0.7	0.6	-13	0	-13	0.8
O=C(CN1C(=O)C2C3C=CC(C3)C2C1=O)NCc1ccco1 (stereo unspecified)	5	nt	22	3	-0.6	0.3	2.4	-8	4	-40	0.4
COc1ccc2[nH]c3c(c2c1)CCN1C(=O)C(CC(=O)NCCN2CCOCC2)C[C@H](C(=O)N2CCCCC2)[C@@]31CCc1ccccc1 (stereo partly specified)	-1	nt	9	12	-2.3	-1.7	3.4	-5	-18	22	-2.1
COc1ccccc1C1C(C(=O)c2cc3ccccc3o2)=C(O)C(=O)N1CCN1CCOCC1 (stereo unspecified)	-1	-21	3	15	-2.4	1.6	0.3	-6	-8	1	-0.9
O=C1c2ccccc2NC(c2ccc(-c3cccc([N+](=O)[O-])c3)o2)N1O (stereo unspecified)	-14	-10	-4	7	-1.3	27*	22*	-5	-3	-16	25*
CC1(C)OC2OC(C3COC(=O)O3)C(OC(=O)c3ccccc3)C2O1 (stereo unspecified)	2	nt	-9	20	-4.1	nt	0.8	7	-5	8	nt
O=C(Nc1ccc(F)cc1F)c1cccn1-c1ncc(C(F)(F)F)cc1Cl	-2	-18	17	-21	3.9	-0.1	2.7	4	8	-16	-1.2
CCCCCCCCCCCCCCCC[N+](C)(C)CCl	-11	nt	-24	-22	5.1	nt	-1.0	-10	27	105*	nt
CSCC[C@H](NC(=O)C1CCN(S(=O)(=O)c2ccc(C)cc2)CC1)C(=O)NC1CCS(=O)(=O)C1 (stereo partly specified)	-5	303	-12	8	-1.3	0.9	4.2	-14	2	-15	1.2
CC1C(C)N(C(=O)CCl)c2ccccc2N1C(=O)CCl (stereo unspecified)	4	nt	-31	13	-2.5	nt	0.2	-4	-8	nt	nt
COc1ccc(CNC(=O)Nc2ccc(C)cc2)cc1	0	5	14	18	-4.3	3.6	5.2	-5	-1	-5	0.9
Cc1ccc2[nH]c3c(N4CCc5ccccc5C4)ncnc3c2c1	-4	nt	-4	i	371*	4.3	5.5	-1	-2	-1	4.8
O=C(COC(=O)c1cnccn1)NC1CCCc2ccccc21 (stereo unspecified)	-3	6	4	7	-1.7	-0.7	2.4	-1	1	-7	-2.6
Clc1ccc(/C=N/N2CCN(Cc3ccccc3)CC2)cc1	-3	68	3	-21	4.3	1.2	1.6	-9	-9	-9	-0.3
COc1cccc(NC(=S)NC(C)c2ccc(OC)c(OC)c2)c1 (stereo unspecified)	4	-11	-1	0	0.0	3.0	0.2	3	-5	-10	0.4
S=C(NCC1CCCO1)Nc1ccc(Cl)cc1 (stereo unspecified)	-3	-11	20	10	-1.9	5.1	1.8	-2	-1	-3	1.5
COc1ccc(C(=O)c2c(C)c(CCC#N)n3ccccc23)c(OC)c1	-3	-7	-2	14	-3.0	4.6	0.2	-2	-4	3	3.2
COc1ccc(CN(C)CC(=O)Nc2ccccc2-c2ccccc2)c(OC)c1	0	-2	11	-23	4.4	2.0	-0.6	4	0	nt	-0.7
CCCCCCCCC(=O)N/N=C(\C)c1ccco1	-7	25	7	-15	2.9	-2.4	2.9	0	-1	-30	-2.7
Cc1ccc(CN(C)C(=O)c2cccc(S(=O)(=O)N3CCCC3)c2)cc1	-1	-19	-7	4	-0.9	2.8	0.5	-10	2	7	-1.3
O=C1/C(=C\c2cccc(O)c2O)SC(=S)N1Cc1ccccc1	3	51	1	-11	2.3	0.2	2.7	4	-16	108*	1.5
COc1ccccc1N/C(=N/S(=O)(=O)c1ccc(C)cc1)c1ccccc1	-8	-11	9	16	-3.1	0.4	2.5	10	8	3	0.0
COc1cc(OC)cc(C(C(=O)NCc2ccccc2)N(Cc2ccco2)C(=O)c2ccno2)c1 (stereo unspecified)	-9	-8	6	13	-3.2	-1.4	nt	2	9	-11	1.8
COc1cc(NC(=O)C(C)N2CCN(C(=O)C3CC3)CC2)cc(OC)c1 (stereo unspecified)	1	-3	-5	5	-1.3	3.1	2.0	0	6	-12	0.2
N#CCC1c2ccccc2CCN1C(=O)Nc1ccc(Cl)cc1 (stereo unspecified)	5	5	-30	9	-1.6	0.7	3.6	6	6	11	0.1
CCOC(=O)CNS(=O)(=O)c1ccc(S(=O)(=O)N2CCCC2)cc1	0	-27	0	-8	1.3	0.3	1.2	-4	-13	nt	-2.8
